USP1-UAF1 inh: Inhibitors of USP1/UAF1: Primary Screen; Ubiquitin carboxyl-terminal hydrolase 1 (Homo sapiens), O94782; recombinant USP1/UAF1, Ub-Rhodamine cleavage fluorescence; Potency, µM (doses to about 57.1 µM), for inactives: top-dose activity change, negative = inhibition, most hits filed as inhibitors; 0.23% of 390,000 active; AID 743255, 2014; note: potency is the fitted concentration of half-maximal effect; % is set by controls: 0 for no effect and ±100 for the full control effect; nearly all actives have a fitted effect of over 60% in size; inactives centre near -12
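USP1/UAF1 complex at 1 nM was preincubated with compound for 15 min at room temperature, then Ub-Rho substrate (150nM final) was added. Fluorescence (480/540 nm) was read kinetically, 6 reads every 60 seconds.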
mIDH1 inhibitor: qHTS for Inhibitors of mutant isocitrate dehydrogenase 1 (IDH1): qHTS. Isocitrate dehydrogenase [NADP] cytoplasmic (Homo sapiens), O75874. IDH1-R132H enzyme, NADPH consumption, diaphorase/resazurin fluorescence. Potency, µM (top dose mostly 76.6 µM), for inactives: at the highest dose activity change, negative = inhibition, usual class: inhibitors. 0.093% of 390,000 active. AID 602179, 2012; note: potency is the fitted concentration of half-maximal effect; % is set by controls: 0 for no effect and ±100 for the full control effect; nearly all actives have a fitted effect of over 65% in size
Target sequence (O75874 whole entry R132H, stated change not applied): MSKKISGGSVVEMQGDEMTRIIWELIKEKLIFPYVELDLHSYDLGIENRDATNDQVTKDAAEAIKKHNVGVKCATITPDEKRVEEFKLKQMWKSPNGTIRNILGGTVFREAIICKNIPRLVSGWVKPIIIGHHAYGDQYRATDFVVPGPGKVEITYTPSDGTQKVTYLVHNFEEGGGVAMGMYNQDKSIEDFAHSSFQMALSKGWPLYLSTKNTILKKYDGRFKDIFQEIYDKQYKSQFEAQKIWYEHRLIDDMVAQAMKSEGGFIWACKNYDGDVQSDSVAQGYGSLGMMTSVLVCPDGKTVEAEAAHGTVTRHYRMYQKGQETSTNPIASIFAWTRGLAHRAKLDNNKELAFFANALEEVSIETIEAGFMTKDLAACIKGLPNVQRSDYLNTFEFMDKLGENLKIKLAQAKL
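IDH1-R132H (0.5 ug/mL) preincubated 30 min with compound, then NADPH (0.016 mM) and alpha-KG (2 mM) added; 80 min at RT, pH 7.5. Remaining NADPH coupled via diaphorase/resazurin to fluorescence (540/590 nm); concentration-response curves normalized to no-enzyme control.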
GRP78 ERSR act: qHTS for Inducers of the Endoplasmic Reticulum Stress Response (ERSR) in Human Glioma: qHTS; Potency, µM, for inactives: top-dose activation, most hits filed as activators; 0.02% of 420,000 active; AID 602332, 2012; U87-MG GRP78 promoter luciferase reporter, 16 h; note: potency is the fitted concentration of half-maximal effect; series mostly up to about 76 µM; % of control where 0% means no effect; nearly all actives have a fitted effect of over 35% in size
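Stably transfected U87-MG glioma cells carrying a GRP78-based luciferase sensor; 16 h compound incubation. Luminescence end-point read 10 min after Bright-Glo addition at room temperature.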
TrxR1 substrate: qHTS Assay for Substrates of Mammalian Selenoprotein Thioredoxin Reductase 1 (TrxR1): qHTS; Thioredoxin reductase 1, cytoplasmic (Rattus norvegicus), O89049; purified TrxR1 substrate turnover, NADPH consumption readout; Potency, µM (series often up to 114 µM), without a hit: at the highest dose activity change, negative = substrate turnover; 0.01% of 390,000 active; note: potency is the fitted concentration of half-maximal effect; % is set by controls: 0 for no effect and ±100 for the full control effect; nearly all actives have a fitted effect of over 50% in size
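Rat TrxR1, dispensed at 90 nM, was prereduced with 400 uM NADPH (final) for 5 min at ~22 deg C, then incubated with compound 15 min before 400 uM selenite. A first-read NADPH fluorescence drop versus no-compound background flagged substrates.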
RGS4 inh: Inhibitors of Regulator of G Protein Signaling (RGS) 4: qHTS; Regulator of G-protein signaling 4 (Homo sapiens), P49798; Transcreener GDP fluorescence polarization, RGS4-accelerated GTP hydrolysis; Potency, µM (doses to about 114 µM), for inactives: top-dose activity change, negative = inhibition, usual class: inhibitors; 0.039% of 390,000 active; note: potency is the fitted concentration of half-maximal effect; % is set by controls: 0 for no effect and ±100 for the full control effect; nearly all actives have a fitted effect of over 75% in size; some results filed as inactive show a strong effect at the top dose
Target sequence (P49798 whole entry, looked up): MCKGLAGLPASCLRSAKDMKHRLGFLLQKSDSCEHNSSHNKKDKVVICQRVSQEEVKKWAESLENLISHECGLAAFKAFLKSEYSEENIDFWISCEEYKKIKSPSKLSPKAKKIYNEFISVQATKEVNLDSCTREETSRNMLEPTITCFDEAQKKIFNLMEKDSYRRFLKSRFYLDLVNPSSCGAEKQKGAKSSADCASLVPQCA
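MLSMR compounds (23 nl, pin-transferred) preincubated 10 min at room temperature with a 500nM (2x) first reagent, then RGS4 at 900nM (2x) plus Transcreener GDP mix added; fluorescence polarization (620/688 nm) read before and after 90 min at 30 °C.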
LDHA inh: qHTS assay for inhibitors of human lactate dehydrogenase. L-lactate dehydrogenase A chain (Homo sapiens), P00338. purified LDHA, NADH/diaphorase-resazurin fluorescence; stronger effect = lower value. activity change, % (values are at about 110 or 230 µM). 0.15% of 480,000 active; in the data active = activity change below about -30%; inconclusive = mostly about -25% to -30%;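 note: plate controls were DMSO wells for no effect and wells without enzyme for full effect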
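Remaining NADH was detected by diaphorase (0.133 mg/mL) converting 37 µM resazurin to fluorescent resorufin, read at 0 and 20 minutes. The preceding 5-minute room-temperature reaction used 2 nM LDHA, 0.2 mM sodium pyruvate and 0.06 mM NADH at pH 7.4.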
Vif-A3F inh: qHTS for Inhibitors of Vif-A3F Interactions: qHTS. AID 602313, 2012. HeLa A3F-eYFP + Vif (tagged APOBEC3F with the HIV-1 protein that degrades it), YFP fluorescence increase. 0.2% of 390,000 active. Potency, µM (top dose mostly 46.1 µM), inactives show top-dose activity, negative = active; note: potency is the fitted concentration of half-maximal effect; % of control where 0% means no effect; nearly all actives have a fitted effect of over 65% in size
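HeLa cells stably expressing A3F-eYFP plus Vif, plated and incubated overnight at 37 deg C, then exposed to compounds overnight at 37 deg C. Blocked degradation read as raised yellow fluorescence (Ex 488/Em 500-530).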
Vif-A3G inh: qHTS for Inhibitors of Vif-A3G Interactions: qHTS. DNA dC->dU-editing enzyme APOBEC-3G (Homo sapiens), Q9HC16. HeLa A3G-eYFP + Vif (tagged APOBEC3G with the HIV-1 protein that degrades it), YFP fluorescence, overnight. Potency, µM (doses to about 46.1 µM), for the others: top-dose activity, negative = active, most hits filed as inhibitors. 0.076% of 410,000 active;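 note: potency is the fitted concentration of half-maximal effect; % is set by controls: 0 for no effect and ±100 for the full control effect; nearly all actives have a fitted effect of over 60% in size; hits raise eYFP signal because A3G escapes Vif-driven loss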
Target sequence (Q9HC16 whole entry, looked up): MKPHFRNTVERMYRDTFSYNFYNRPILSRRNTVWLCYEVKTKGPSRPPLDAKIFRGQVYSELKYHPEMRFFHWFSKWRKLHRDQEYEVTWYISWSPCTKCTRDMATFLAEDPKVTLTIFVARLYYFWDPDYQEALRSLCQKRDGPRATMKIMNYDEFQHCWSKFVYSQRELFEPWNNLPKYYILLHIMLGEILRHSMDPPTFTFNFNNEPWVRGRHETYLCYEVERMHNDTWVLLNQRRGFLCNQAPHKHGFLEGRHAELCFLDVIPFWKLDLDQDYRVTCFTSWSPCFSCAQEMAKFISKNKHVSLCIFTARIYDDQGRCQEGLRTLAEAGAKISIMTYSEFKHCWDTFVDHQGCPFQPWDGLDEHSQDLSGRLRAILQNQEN
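Read-out is eYFP fluorescence (Ex 488/Em 500-530) from Vif-expressing HeLa A3G-eYFP cells; more signal means A3G escaped Vif-mediated degradation. Cells plated overnight, compound pinned in, incubated overnight at 37 deg C.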
TrxR1 inh: qHTS Assay for Inhibitors of Mammalian Selenoprotein Thioredoxin Reductase 1 (TrxR1): qHTS. Thioredoxin reductase 1, cytoplasmic (Rattus norvegicus), O89049. recombinant rTrxR1, NADPH fluorescence consumption, selenite substrate. Potency, µM (top dose mostly 114 µM), for inactives: at the top dose activity change, negative = inhibition, usual class: inhibitors. 1% of 390,000 active. AID 588453, 2011; note: potency is the fitted concentration of half-maximal effect; % is set by controls: 0 for no effect and ±100 for the full control effect; nearly all actives have a fitted effect of over 65% in size
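Rat TrxR1 (90 nM in the dispensed reagent) was pre-reduced with 400 uM NADPH for 5 min at room temperature, then incubated with compound for 15 min. After 400 uM selenite was added, NADPH fluorescence (Ex 340/Em 450 nm) was followed for 8 min.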
The depositor's hits bear a star; ? = inconclusive; & = joins results of further samples; [ ] = another dose, or the depositor's remark. Unless noted, calls come from the whole dose curve; as a rule, active = well fitted curve in the direction sought with a large enough effect; inconclusive = small, poorly fitted or top-dose-only effect, or another doubt; inactive = no such curve, though single readings can be large; an effect the other way counts as inactive or inconclusive. An excerpt; the hit share may differ from the screen's.

molecule	Vif-A3F inh	TrxR1 inh	Vif-A3G inh	RGS4 inh	TrxR1 substrate	mIDH1 inhibitor	USP1-UAF1 inh	LDHA inh	GRP78 ERSR act
COc1ccc(-c2c3c(=O)n(C)c(=O)n(C)c3c3c(C)nc4ccccc4n23)cc1	2%	33%	-3%	-2%	18%	-7%	?	-14	-1%
CCNS(=O)(=O)c1ccc(NC(=O)Nc2cccc(C(F)(F)F)c2)cc1	-13%	-2%[57.1 µM]	3%	-3%	0%[57.1 µM]	-1%	-22%	-2	2%
COc1ccc(NC(=O)/C(=C\c2cccs2)NC(=O)c2ccco2)cc1	0%	4%	-1%	-8%[11.4 µM]	-1%	0%	-23%	3	-2%
Cc1ccc(C)c(NC(=O)c2cc3ccccc3o2)c1	-1%	0%	-5%	19%	-6%	-1%	6%	-9	5%
Cc1ccc(C)c(-c2cc(C(=O)NCc3cccs3)c3ccccc3n2)c1	-10%	15%	0%	9%	-3%	4%	-15%	-8	-3%
c1cc2cn[nH]c2cc1NC1CCCCCC1	1%	14%	-3%	-44%	13%	19%	-5%	27	3%
O=C(NCCN1CCN(C(=O)C(c2ccccc2)c2ccccc2)CC1)C(=O)Nc1ccccc1	5%	-2%	3%	17%	-3%	3%	6%	-6	-7%
COc1ccc(CC(=O)Nc2sc3c(c2C(=O)Nc2cccc(C)c2)CCCCC3)cc1	-10%	-18%	-23%	16%	-10%	-2%	-15%	-4	4%
CC(C)n1c(N2CCN(S(=O)(=O)c3cccc([N+](=O)[O-])c3)CC2)nc2ccccc21	1%	17%	-6%	-5%	0%	7%	-10%	-8	2%
CC(=O)NCc1ccc(S(=O)(=O)N/N=C/c2ccc(N(C)C)cc2)cc1	4%	8%[57.1 µM]	2%	-34%	-24%[57.1 µM]	6%	?	3	3%
Cc1ccccc1CNC(=O)c1ccc2[nH]c(C)c(C)c2c1	8%	-2%[57.1 µM]	-2%	5%	-3%[57.1 µM]	53%[activator]	-28%	-4	0%
Cc1ccc(NC(=O)CSc2nnc3c(n2)[nH]c2ccccc23)cc1	0%	7%	-1%	0%	1%	0%	-2%	-6	-2%

Ordered by molecular weight (ascending): some entries from above.
molecule	Vif-A3F inh	TrxR1 inh	Vif-A3G inh	RGS4 inh	TrxR1 substrate	mIDH1 inhibitor	USP1-UAF1 inh	LDHA inh	GRP78 ERSR act
Cc1ccc(C)c(NC(=O)c2cc3ccccc3o2)c1	-1%	0%	-5%	19%	-6%	-1%	6%	-9	5%
Cc1ccccc1CNC(=O)c1ccc2[nH]c(C)c(C)c2c1	8%	-2%[57.1 µM]	-2%	5%	-3%[57.1 µM]	53%[activator]	-28%	-4	0%
COc1ccc(-c2c3c(=O)n(C)c(=O)n(C)c3c3c(C)nc4ccccc4n23)cc1	2%	33%	-3%	-2%	18%	-7%	?	-14	-1%
CC(C)n1c(N2CCN(S(=O)(=O)c3cccc([N+](=O)[O-])c3)CC2)nc2ccccc21	1%	17%	-6%	-5%	0%	7%	-10%	-8	2%

Remaining list, next part
molecule	Vif-A3F inh	TrxR1 inh	Vif-A3G inh	RGS4 inh	TrxR1 substrate	mIDH1 inhibitor	USP1-UAF1 inh	LDHA inh	GRP78 ERSR act
COc1cccc(NC(=O)CN(C)CC(=O)NCc2ccc3c(c2)OCO3)c1	1%	14%	1%	4%	-2%	-13%	-17%	1	-2%
O=C(O)c1cc(NS(=O)(=O)c2ccc(N3CCCCC3)c([N+](=O)[O-])c2)cc(C(=O)O)c1	-1%	4%[57.1 µM]	1%	14%	-14%	5%	6%	-2	-4%
CCC(=O)Nc1nnc(-c2ccco2)o1	3%	23%	-3%	-1%	-2%	9%	-14%	-2	-5%
CC(C)c1ccccc1NC(=O)Nc1ccc2c(c1)OCO2	-22%	20%	2%	0%	-1%	-6%	-9%	2	1%
O=C(CSc1nc2[nH]c(=O)cc(O)c2s1)NCCc1ccccc1	9%	-4%	1%	-5%	-7%	3%	-23%	2	-4%
CN(C)c1ccc(C(CNC(=O)c2ccc(C(C)(C)C)cc2)N2CCCC2)cc1 (stereo unspecified)	-3%	23%[57.1 µM]	7%	19%	13%[57.1 µM]	31%	?	7	-3%
COc1ccc(NC(=O)N2CCCc3ccccc32)c(OC)c1	-1%	-9%	-6%	10%	-7%	0%	-7%	3	0%
COc1ccccc1Cc1noc(C(C)(C)NC(=O)c2ccccc2)n1	-2%	7%[57.1 µM]	1%	7%	2%[57.1 µM]	2%	-6%	-5	-3%
O=[N+]([O-])c1ccc2c(c1)ncn2CCc1ccccc1	-2%	-21%	1%	-3%	-15%	0%	-18%	-13	-1%
COc1cccc(C2=NC(C)(C)NC(c3ccccc3O)C2)c1 (stereo unspecified)	-13%	?	-20%	-52%	-7%	1%	-25%	-1	?
CCCC(=O)N1CCCC(c2nc(-c3cccc(OC)c3)no2)C1 (stereo unspecified)	6%	15%	0%	-20%[56.9 µM]	-6%	-5%	-16%	0	1%
NC(=O)NCc1ccccc1F	-1%	14%[57.1 µM]	-1%	13%	6%[57.1 µM]	-6%	-19%	-5	-5%
O=C(COc1ccc([N+](=O)[O-])cc1)Nc1nc(-c2ccccn2)cs1	-26%	-11%	-5%	-20%	1%	3%	-21%	3	-1%
Cc1cc2c(Nc3ccc(O)cc3)ncnc2s1	8%	10%	-8%	-9%	2%	9%	-8%	-2	2%
CCn1c(SCC(=O)Nc2nonc2C)nnc1-c1ccoc1C	-9%	-12%	5%	-12%	-7%	3%	-13%	-1	-4%
Cc1cc(Cl)ccc1NC(=S)NCC(O)c1ccccc1 (stereo unspecified)	-6%	4%[57.1 µM]	-4%	15%	8%[57.1 µM]	1%	-2%	-7	5%
CC(=O)c1cccc(NC(=O)CSc2nc3ccccc3c(=O)n2CCCN2CCOCC2)c1	-2%	22%	1%	-11%	1%	-4%	-21%	0	-1%
Cn1c(C(=O)Nc2ccc3c(c2)OCO3)cc2sccc21	0%	-13%	-11%	-12%	-14%	15%	-18%	10	2%
CNC(=O)CSc1nnc(-c2ccc(S(=O)(=O)N3CCCC3)cc2)n1-c1cccc(C)c1C	1%	20%	0%	8%	15%	8%	-4%	2	0%
Cc1cccc(NC(=O)C2CCCN2S(=O)(=O)c2cccc3nsnc23)c1C (stereo unspecified)	-1%	24%	7%	-18%	4%	-3%	-10%	-4	-2%
CCCN(CC1CC1)C(=O)CSc1ncnc2sc(C)c(C)c12	0%	15%[57.1 µM]	1%	-18%	8%[57.1 µM]	8%	-18%	-1	-5%
CCCCN(CC)C(=O)c1cc2c(=O)n3cccc(C)c3nc2n1C	2%	15%	-12%	3%	8%[11.4 µM]	-4%	-26%	-3	-2%
COc1ccc(OCC(=O)Nc2c(C)ccc3nsnc23)cc1	-8%	14%	0%	-23%	-2%	0%	-7%	-5&-1	-5%
O=C(N/N=C\C=C\c1ccc(Br)cc1)c1ccc2c(c1)OCO2	8%	16%	0%	-52%	-1%	0%	?	-21	-5%
CCCn1c(=O)c2sccc2n2c(CCCC(=O)Nc3cccc(CC)c3)nnc12	-12%	22%	-1%	10%	6%	-4%	-22%	0	-1%
CCCS(=O)(=O)N1CCC(C(=O)NC2CCCCC2C)CC1 (stereo unspecified)	-8%	-6%	-3%	12%	-3%	-4%	-21%	-15	-2%

Arranged by the number under TrxR1 substrate (falling): 3 of the compounds above
| structure | Vif-A3F inh | TrxR1 inh | Vif-A3G inh | RGS4 inh | TrxR1 substrate | USP1-UAF1 inh | LDHA inh | GRP78 ERSR act |
| --- | --- | --- | --- | --- | --- | --- | --- | --- |
| Cc1cccc(NC(=O)C2CCCN2S(=O)(=O)c2cccc3nsnc23)c1C (stereo unspecified) | -1% | 24% | 7% | -18% | 4% | -10% | -4 | -2% |
| CC(=O)c1cccc(NC(=O)CSc2nc3ccccc3c(=O)n2CCCN2CCOCC2)c1 | -2% | 22% | 1% | -11% | 1% | -21% | 0 | -1% |
| Cn1c(C(=O)Nc2ccc3c(c2)OCO3)cc2sccc21 | 0% | -13% | -11% | -12% | -14% | -18% | 10 | 2% |
